SIAE inh: blocks human sialic acid acetylesterase; SIAE FP-Rh probe binding, fluorescence polarization; inhibition, % at 9.66 µM; 370,000 tested, 0.69% active; Q9HAT2; AID 1053197;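 active means inhibition above a cutoff: mean of compounds within the control limits plus 3 SD of those, cut at about 17% in these data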;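 further: 0% = plate median of compound wells and 100% = probe without SIAE protein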
Target sequence (Q9HAT2 whole entry, looked up): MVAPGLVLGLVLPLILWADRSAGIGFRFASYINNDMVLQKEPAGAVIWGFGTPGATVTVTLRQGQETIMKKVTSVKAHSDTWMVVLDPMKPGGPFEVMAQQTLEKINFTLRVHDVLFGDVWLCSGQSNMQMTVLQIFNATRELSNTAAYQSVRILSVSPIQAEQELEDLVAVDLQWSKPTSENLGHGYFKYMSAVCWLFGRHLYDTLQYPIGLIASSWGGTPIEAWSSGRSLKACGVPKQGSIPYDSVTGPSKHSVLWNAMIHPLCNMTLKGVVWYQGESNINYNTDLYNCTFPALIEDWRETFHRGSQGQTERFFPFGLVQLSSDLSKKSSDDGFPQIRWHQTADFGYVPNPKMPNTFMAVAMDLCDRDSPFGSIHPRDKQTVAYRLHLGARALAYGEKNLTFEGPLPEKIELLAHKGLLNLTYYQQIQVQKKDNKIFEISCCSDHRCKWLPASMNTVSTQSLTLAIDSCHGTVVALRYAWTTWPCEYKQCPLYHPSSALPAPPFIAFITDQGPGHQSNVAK
ABHD4 inh: inhibits mouse alpha/beta hydrolase domain 4; purified mABHD4, FP-Rh probe fluorescence polarization; inhibition, % at 8.92 µM; AID 720543; 370,000 tested, 0.54% active; Q8VD66;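 active means inhibition exceeding the mean over every tested compound plus 3 SD, cut at about 30% in these data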;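 further: 0% = plate median of compound wells and 100% = S159A mutant with DMSO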
Target sequence (Q8VD66 whole entry, looked up, the tested form may be a part): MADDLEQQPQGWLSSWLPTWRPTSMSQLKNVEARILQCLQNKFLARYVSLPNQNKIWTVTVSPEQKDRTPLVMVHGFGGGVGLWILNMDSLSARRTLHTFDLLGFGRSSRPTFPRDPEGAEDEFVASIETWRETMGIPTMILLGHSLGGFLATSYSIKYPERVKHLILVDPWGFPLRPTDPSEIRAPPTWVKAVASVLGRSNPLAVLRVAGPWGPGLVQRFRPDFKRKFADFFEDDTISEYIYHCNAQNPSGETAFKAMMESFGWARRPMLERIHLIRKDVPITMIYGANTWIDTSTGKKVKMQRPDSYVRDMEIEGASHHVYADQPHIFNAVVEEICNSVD
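Assay system: mABHD4 protein; medium: HEPES pH 7.0, NaCl, Pluronic buffer; dosing: 8.92 µM, single dose; schedule: 45 min + 60 min at 25 °C; signal: FP readout, ex 525 nm / em 598 nm; read-out: normalized percent inhibition of probe labeling; repeats: single replicate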
PG9 Ab binder: small molecules binding HIV-1 gp120 antibody PG9; TR-FRET gp120-PG9 antibody binding; inhibition, % at 6.7 µM; 360,000 tested, 0.43% active; in the data active means inhibition above about 8.5%
HTRA1 inhibitor: blocks human HTRA1 serine peptidase. Q92743. recombinant HTRA1, FP-rhodamine activity-based probe, fluorescence polarization. inhibition, % at 5.96 µM. 340,000 tested, 0.5% active; in the data active means inhibition above about 36%;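 further: 0% = enzyme with DMSO and 100% = wells lacking enzyme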
TDP2 absorb: blocks human TDP2 phosphodiesterase activity | inhibition, % at 12.8 µM | 370,000 tested, 0.34% active | recombinant TDP2, T5PNP hydrolysis, p-nitrophenol absorbance 415 nm;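 active means inhibition above the mean of all tested compounds plus 3 SD, set per campaign, cut at about 25% in these data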;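 further: 0% = DMSO with enzyme and 100% = buffer with substrate but no TDP2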
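test system = human TDP2 enzyme | input = TDP2 enzyme at 120 nM final | medium = 50 mM Tris-HCl pH 7.5 with Mg2+, KCl, DTT, BSA | also added = T5PNP substrate, 5 mM | times = 2 h at 37 °C | technique = epi absorbance | benchmarks = high control without enzyme, low control DMSO plus TDP2 | replication = each compound tested once, singlicate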
PRMT1 FP inh: PRMT1 (human) inhibition, primary screen. Q99873. AID 652257. recombinant PRMT1, activity-based probe fluorescence polarization. inhibition, % at 2.79 µM. 370,000 tested, 1.3% active;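 active means inhibition above about 21% made by adding two undisclosed values, limit read from the data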
DDE Tn7 FP inh: DD(E)-Tn7 binding inhibition, primary FP screen. P02675. FP displacement of FITC-Tn7 peptide from fibrin DD(E); 0% = median of compound wells per plate. inhibition, % at 8.3 µM. 370,000 tested, 0.13% active;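 active means inhibition above the mean of compounds falling within the control limits plus 3 SD of them, cut at about 14% in these data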;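 further: 0% = plate median of compound wells and 100% = 10 µM Aha-Tn7 peptide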
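System: human fibrin DD(E); quantity: Fibrin-DD(E) at 2 µM final; also added: fluorescent Tn7 probe at 0.1 µM; compound dosing: single nominal test concentration of 8.3 µM per compound; schedule: 10 min preincubation, 3 h with tracer, room temperature; detection: fluorescence polarization of the labelled Tn7 tracer; repeats: one replicate per compound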
LEDGF integ inh: blocks HIV-1 LEDGF/p75-dependent DNA integration. TR-FRET IN-LEDGF/p75 DNA integration, Eu/Cy5. inhibition, % at 3.7 µM. 370,000 tested, 0.64% active. AID 743269;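 active means inhibition above the screen-wide mean plus 3 SD, cut at about 13% in these data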;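 further: signal is the Cy5 over europium emission ratio at 671 and 618 nm; 0% = plate median of compound wells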
UHRF1 MBD2 ctr: blocks human UHRF1 binding to methylated DNA; Q96T88; UHRF1 binding to methylated oligo, TR-FRET; inhibition, % at 4.4 µM; 370,000 tested, 0.75% active; in the data active means inhibition above about 21%;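 further: UHRF1 SRA domain binding a hemimethylated CpG hairpin DNA probe; 0% = median of test compound wells and 100% = reference inhibitor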
TCR CD3 inh: inhibitors of human TCR-CD3 interaction; TAMRA-labeled TCR probe fluorescence, biochemical; inhibition, % at 9.4 µM; 360,000 tested, 0.37% active; AID 651800; in the data active means inhibition above about 19%;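 further: recombinant mutant TCR 2C K166C tagged with TAMRA read by polarization; 0% = receptor in buffer alone and 100% = receptor with positive control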
Numbers without * were called inactive; · = not tested or not shown.

SMILES	SIAE inh	ABHD4 inh	PG9 Ab binder	HTRA1 inhibitor	TDP2 absorb	PRMT1 FP inh	DDE Tn7 FP inh	LEDGF integ inh	UHRF1 MBD2 ctr	TCR CD3 inh
CCC(=O)N1CCC1(C)C(=O)Nc1ncc(C)s1 (centres undefined)	3	4	-1.0	·	-2	0	2	-2	0	3
CC1CCCCN1C(=O)Cn1cc(C#N)c2ccccc21 (centres undefined)	2	-5	-2.3	2	9	-1	-3	4	-2	-10
CC(C)CNS(=O)(=O)c1ccc(CCC(=O)N2CCN(Cc3ccc4c(c3)OCO4)CC2)cc1	2	-6	-0.3	-7	-14	2	-4	0	3	8
Cc1ccccc1N=C1SCCN1C(=O)CN1C(=O)NC2(CCCC2)C1=O	5	0	-0.7	-1	5	-1	0	-1	0	4
COc1ccc(OC)c(-c2cc(C(=O)O)c3cc4ccccc4cc3n2)c1	2	8	1.8	1	-7	3	7	1	1	-9
CN1CCN(C(=S)c2ccc(OCC(=O)Nc3cccc(C(F)(F)F)c3)cc2)CC1	-2	-6	-1.0	-10	-4	1	2	-7	0	3
O=C(N/N=C/c1cccc(Br)c1)c1ccc(Br)cc1	-19	-11	-1.4	-15	-10	-2	-4	2	0	4
Cc1ccc(Cn2c(-c3nonc3N)nc3ccccc32)cc1	-3	-4	-2.0	-10	2	0	-4	1	-1	5
Cc1ccccc1S(=O)(=O)NC(=O)C1(C)CCN1C(=O)CCc1cccs1 (centres undefined)	-3	3	-0.1	·	2	1	6	-2	3	8
COc1ccc(S(=O)(=O)N2CC3CCCN3c3ccc(C(F)(F)F)cc32)cc1 (centres undefined)	-6	-5	0.3	-21	4	-1	2	1	-1	4
O=C1CC(N2CCN(c3ccc(Cl)cc3)CC2)C(=O)N1c1ccccc1 (centres undefined)	-9	-7	2.3	9	-4	11	10	5	3	-10
COCCNc1nc(NCc2cc(-c3ccc(OC)cc3)no2)c2sccc2n1	-2	1	-0.9	·	-13	0	7	-4	-2	7
CC(C)(C)CC(C)(C)c1ccc(OCC(=O)N/N=C/c2ccc(S(=O)(=O)O)o2)cc1	-1	2	-0.2	1	9	1	-2	4	-2	3
CSc1nc2c(c(=O)[nH]c(=O)n2C)n1CCCc1ccccc1	4	-4	0.4	2	10	-1	-3	0	-2	2
N#C/C(=C\c1ccc[nH]1)Sc1nc2ccccc2s1	-3	-28	-0.4	-30	-5	0	-1	-3	-3	-5
Cc1cnc(NC(=O)CSc2nnc(CNc3ccc(F)cc3)n2CC2CCCO2)s1 (centres undefined)	-8	-17	-0.1	-1	-17	5	-4	-4	3	-5
NC(=O)c1nsc(C(=O)N(c2cccc(F)c2)C(C(=O)NCC2CCCO2)c2cccs2)c1N (centres undefined)	-7	-6	-1.9	3	-3	0	-7	6	-1	2
O=C(Nc1cccc(S(=O)(=O)NC2=NCCCCC2)c1)c1cc(-c2ccncc2)nc2ccccc12	-8	-8	-2.2	-15	-2	-2	-5	1	0	3
Cc1ccc(S(=O)(=O)N2CCOCC2)cc1NC(=O)COc1ccc(C(=O)c2ccccc2)cc1	-4	-15	-1.2	-11	-6	10	0	-7	11	-4
CCOC(=O)C1=C(C)N(C[C@@H]2CC[C@@H](Cc3ccc(-c4ccccc4)cc3)O2)C(=O)NC1c1ccc(C(F)(F)F)cc1 (some centres undefined)	-15	0	-1.2	-7	3	1	6	-6	2	-5
CCOc1ccccc1Oc1nc(-c2ccccc2O)nc2ccccc12	-4	-5	2.0	-5	-3	2	9	0	2	-6
Cc1ccc(C2Nc3ccccc3-c3nc4ccccc4n32)o1 (centres undefined)	-45	-24	2.2	-72	4	4	-2	-5	-4	-3
Cc1ccc(CNC(=O)CN2C(=O)CSc3ccc(S(=O)(=O)N4CCCCC4)cc32)cc1	2	-1	-0.9	-11	4	0	10	-2	-1	7
CCOC(=O)Cc1csc(NC(=O)COc2cc(C)cc(C)c2)n1	-4	3	2.0	-12	-6	3	-1	-10	0	3
C[C@@H](C(=O)OCC(=O)Nc1cc(S(=O)(=O)N2CCOCC2)ccc1Cl)N1C(=O)C2CCCCC2C1=O (some centres undefined)	1	5	0.4	5	5	-5	6	-1	-6	2

Some of the entries so far, field by field:
> Cc1ccc(S(=O)(=O)N2CCOCC2)cc1NC(=O)COc1ccc(C(=O)c2ccccc2)cc1
- SIAE inh: -4
- ABHD4 inh: -15
- PG9 Ab binder: -1.2
- HTRA1 inhibitor: -11
- TDP2 absorb: -6
- PRMT1 FP inh: 10
- DDE Tn7 FP inh: 0
- LEDGF integ inh: -7
- UHRF1 MBD2 ctr: 11
- TCR CD3 inh: -4
> C[C@@H](C(=O)OCC(=O)Nc1cc(S(=O)(=O)N2CCOCC2)ccc1Cl)N1C(=O)C2CCCCC2C1=O (some centres undefined)
- SIAE inh: 1
- ABHD4 inh: 5
- PG9 Ab binder: 0.4
- HTRA1 inhibitor: 5
- TDP2 absorb: 5
- PRMT1 FP inh: -5
- DDE Tn7 FP inh: 6
- LEDGF integ inh: -1
- UHRF1 MBD2 ctr: -6
- TCR CD3 inh: 2

More compounds follow.
SMILES	SIAE inh	ABHD4 inh	PG9 Ab binder	HTRA1 inhibitor	TDP2 absorb	PRMT1 FP inh	DDE Tn7 FP inh	LEDGF integ inh	UHRF1 MBD2 ctr	TCR CD3 inh
CCCCCCCCC(=O)N1CCN(c2cc3c(cc2F)c(=O)c(C(=O)O)cn3CC)CC1	0	2	0.0	2	12	1	4	1	-1	6
O=C(CN(C(=O)CCC(=O)Nc1nccs1)c1ccc(F)c(Cl)c1)NCC1CCCO1 (centres undefined)	-2	2	-0.9	2	22	-3	0	0	-1	0
O=C(NCCN1CCOCC1)c1cccnc1SCc1ccccc1Cl	6	1	-1.7	-1	1	-3	4	2	3	11
CCc1nc2ccc(C(=O)N(C)Cc3ccco3)cn2c1N(C)CCCc1ccccc1	0	-2	-1.2	·	6	3	5	2	0	-10
Cc1ccc2nc(Cl)c(/C=N/NC(=O)[C@H]3C[C@@H]3c3ccccc3)cc2c1	-5	-4	-0.2	-3	-6	3	1	-2	-1	-6
CCOC(=O)N1CCN(C(=O)CS(=O)(=O)c2cn(Cc3ccccc3Cl)c3ccccc23)CC1	-1	-3	-0.9	-3	-6	0	1	2	2	-2
O=C(CNS(=O)(=O)c1ccc2ccccc2c1)NCCc1ccccn1	7	3	-1.2	4	9	5	-10	-1	2	-2
COc1ccc(N2C(=O)CC(N(CCc3ccc(OC)c(OC)c3)C(=S)Nc3ccccc3)C2=O)cc1 (centres undefined)	2	3	1.8	-7	3	0	4	2	-1	-2
CCOC(=O)c1c(S(=O)(=O)NCc2cccs2)c(C)n(C)c1C	0	5	-0.6	3	-4	-3	-8	2	0	2
Cc1ccc(S(=O)(=O)Nc2ccc3c(c2)ncn3C(C)(C)C)cc1	0	-2	0.0	4	-7	0	-7	1	-1	-3
Cc1cn([C@H]2C[C@H](O)[C@@H](CNC(=O)[C@H](N)Cc3cccnc3)O2)c(=O)[nH]c1=O	4	7	-0.3	5	10	0	-8	-6	-1	-7
Cc1ccccc1S(=O)(=O)c1c(C)cc(-c2ccccc2)[nH]c1=O	2	-4	1.7	10	-2	3	2	-4	1	7
COc1ccccc1OCC(=O)NNC(=O)Nc1ccccc1	1	-2	-2.4	-5	-2	1	7	-4	2	4
Cc1cc(C)cc(N(CC(=O)NC2CCCCC2)C(=O)CCC(=O)Nc2cc(C)ccn2)c1	8	3	-2.3	4	-9	-2	-1	3	-1	9
Cc1nc(NC(=O)C(Cl)Cl)sc1C(=O)N(C)C	6	3	1.0	-1	-3	3	1	-4	2	6
CC(=O)c1ccc(-c2ccc(C(=O)N3CCN(c4ccc(F)cc4)CC3)o2)cc1	4	-5	-1.5	-31	0	-1	-2	-1	-1	1
COc1ccccc1N1CCN(C2CCCN(C(=O)CCN3CCCCO3)C2)CC1 (centres undefined)	-2	0	1.3	1	14	2	-5	-1	-3	1
Cc1nnc(NC(=O)CCC(=O)N2CCC(C)CC2)s1	0	-1	-0.3	4	5	-1	3	-4	4	-5
COC(=O)C1CCCN1S(=O)(=O)c1ccc2ccccc2c1 (centres undefined)	2	-2	1.6	-6	-10	0	-2	-3	3	-4
C[C@H]1[C@@H](NC(=O)c2ccc(Cl)cc2)CC[C@@]23CCCN2C(=O)CCC[C@@H]13	8	2	·	·	-2	2	3	1	-2	·
CCN1CCCC1CNC(=O)CS(=O)(=O)Cc1nc(-c2ccccc2C)oc1C (centres undefined)	4	0	2.6	-5	10	-6	0	-1	6	7
Cc1ccc(N=Cc2c(C)[nH]n(-c3nc4ccccc4[nH]3)c2=O)cc1	-5	-6	-2.1	2	1	1	-5	0	-2	4
CSc1ccccc1NC(=O)c1ccc(N2CC3CC(C2)c2cccc(=O)n2C3)c(NC(=O)c2cccnc2)c1 (centres undefined)	-4	-10	0.4	0	-4	5	-1	-2	2	1
CCOC(=O)Cc1cc(-c2ccc(F)cc2)nc2ccc3ccccc3c12	7	-1	3.5	-8	-7	-3	11	0	-4	5
Cc1ccc2oc(C(=O)N3CCN(CC(=O)NC(C)C)CC3)c(C)c2c1	-1	6	-0.6	-2	-2	-2	5	2	3	2
COc1cc([N+](=O)[O-])ccc1NC(=O)CN1CCOCC1	5	-1	0.9	7	-5	-3	-7	3	-2	3

Structural class, the entries above with an aryl methoxy group.
SMILES	SIAE inh	ABHD4 inh	PG9 Ab binder	HTRA1 inhibitor	TDP2 absorb	PRMT1 FP inh	DDE Tn7 FP inh	LEDGF integ inh	UHRF1 MBD2 ctr	TCR CD3 inh
COc1ccc(OC)c(-c2cc(C(=O)O)c3cc4ccccc4cc3n2)c1	2	8	1.8	1	-7	3	7	1	1	-9
COc1ccc(S(=O)(=O)N2CC3CCCN3c3ccc(C(F)(F)F)cc32)cc1 (centres undefined)	-6	-5	0.3	-21	4	-1	2	1	-1	4
COCCNc1nc(NCc2cc(-c3ccc(OC)cc3)no2)c2sccc2n1	-2	1	-0.9	·	-13	0	7	-4	-2	7
COc1ccc(N2C(=O)CC(N(CCc3ccc(OC)c(OC)c3)C(=S)Nc3ccccc3)C2=O)cc1 (centres undefined)	2	3	1.8	-7	3	0	4	2	-1	-2
COc1ccccc1OCC(=O)NNC(=O)Nc1ccccc1	1	-2	-2.4	-5	-2	1	7	-4	2	4
COc1ccccc1N1CCN(C2CCCN(C(=O)CCN3CCCCO3)C2)CC1 (centres undefined)	-2	0	1.3	1	14	2	-5	-1	-3	1
COc1cc([N+](=O)[O-])ccc1NC(=O)CN1CCOCC1	5	-1	0.9	7	-5	-3	-7	3	-2	3
